# Compound activity from PubChem BioAssay.
# GRK2 inh = inhibitors of human GRK2 displacing RNA aptamer | bead flow cytometry, FAM-aptamer displacement from GRK2 | inhibition of aptamer binding, % at 10 µM | 330,000 tested, 0.59% active | AID 488847;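 active = inhibition of aptamer binding above 40%, roughly 3 SD of noise, on plates passing a quality check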;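 also: median bead fluorescence of bound FAM aptamer so fluorescent compounds give negative values; no value below 0 was filed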
# Target sequence (P25098 whole entry, looked up): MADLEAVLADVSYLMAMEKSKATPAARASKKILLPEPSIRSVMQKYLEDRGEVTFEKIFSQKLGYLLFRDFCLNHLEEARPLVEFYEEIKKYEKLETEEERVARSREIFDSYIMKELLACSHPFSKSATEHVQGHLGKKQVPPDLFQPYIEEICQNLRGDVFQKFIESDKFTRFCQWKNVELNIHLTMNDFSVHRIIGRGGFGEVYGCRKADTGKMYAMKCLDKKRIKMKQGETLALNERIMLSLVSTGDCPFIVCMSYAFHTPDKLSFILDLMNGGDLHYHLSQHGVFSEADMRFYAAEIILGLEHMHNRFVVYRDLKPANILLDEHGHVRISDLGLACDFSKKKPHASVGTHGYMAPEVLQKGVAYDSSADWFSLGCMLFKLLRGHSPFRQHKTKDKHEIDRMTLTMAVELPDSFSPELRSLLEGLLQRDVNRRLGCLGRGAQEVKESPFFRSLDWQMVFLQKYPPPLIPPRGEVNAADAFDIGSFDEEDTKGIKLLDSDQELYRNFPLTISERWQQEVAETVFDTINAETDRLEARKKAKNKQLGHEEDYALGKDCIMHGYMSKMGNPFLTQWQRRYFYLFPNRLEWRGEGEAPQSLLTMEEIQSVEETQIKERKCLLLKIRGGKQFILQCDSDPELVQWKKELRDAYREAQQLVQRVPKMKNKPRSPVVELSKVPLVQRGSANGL
# Bcl-xL primary = inhibitors of human Bcl-xL; GST-Bcl-xL / FITC-Bim BH3 peptide fluorescence polarization; inhibition, % at 10.9 µM; 320,000 tested, 0.7% active; Q07817;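 active = inhibition above the mean of all tested compounds plus 3 SD, cutoff set per campaign, cut at about 30% in these data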;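 also: 0% = DMSO wells and 100% = unlabeled Bim-BH3 peptide competitor; inhibitors lower millipolarization by displacing the labeled peptide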
# Target sequence (Q07817 whole entry, looked up): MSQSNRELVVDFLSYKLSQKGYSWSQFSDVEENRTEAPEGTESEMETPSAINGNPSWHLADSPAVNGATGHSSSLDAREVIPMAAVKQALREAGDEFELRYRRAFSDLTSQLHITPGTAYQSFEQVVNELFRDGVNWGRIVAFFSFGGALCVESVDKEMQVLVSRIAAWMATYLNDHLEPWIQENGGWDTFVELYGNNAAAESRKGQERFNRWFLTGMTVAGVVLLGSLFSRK
# Fam108B inh = counter-screen for RBBP9 inhibitors: inhibitors of mouse Fam108B; recombinant Fam108B, FP-Rh probe fluorescence polarization; inhibition, % at 9.51 µM; 300,000 tested, 0.33% active; AID 1947;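 active = inhibition above the screen mean inhibition plus 3 SD, computed separately per campaign, cut at about 18% in these data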;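 also: inhibitors lower polarization as less probe binds the enzyme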
# CIT2-GFP yeast = alters CIT2-GFP fluorescence in TOR pathway yeast screen | S. cerevisiae CIT2-GFP strain, flow cytometry, 3 h; 100 means same as DMSO wells | GFP response vs DMSO, % at 10 µM | 320,000 tested, 0.065% active | AID 2029;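 active = GFP response relative to DMSO above a set limit, near the screen mean plus 3 SD, cut at about 150% in these data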;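 also: ratio of well median GFP fluorescence to mean of DMSO wells on the plate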
# AGP1 TOR yeast = yeast TOR pathway AGP1-GFP modulation; GFP response vs DMSO, % at 10 µM; S. cerevisiae AGP1-GFP multiplex flow cytometry, 3 h; GFP as percent of DMSO wells; 320,000 tested, 0.02% active; AID 2066;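 active = GFP response relative to DMSO above a set limit, near screen average plus 3 SD, cut at about 150% in these data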;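 also: median GFP channel fluorescence of the gated AGP1 strain per well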
# MEX-5 binding = C. elegans MEX-5 TCR-2 RNA binding activity; 300,000 tested, 0.38% active; activity score (negative = inhibition of binding), % at 10 µM; MEX-5/FITC-TCR2 RNA binding, fluorescence polarization; hits give low values;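 active = inhibition past about -25% in most replicates, and total fluorescence under double the plate's negative control median, limit read from the data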;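 also: 0% = DMSO and -100% = 5 µM competing unlabeled TCR2 RNA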
# GLD-1 TGE inh = GLD-1-TGE RNA interaction inhibition (C. elegans); 320,000 tested, 0.44% active; Q17339; purified GLD-1 + fluorescein TGE RNA, fluorescence polarization; inhibition, % at 5.96 µM;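 active = percent inhibition above a per-plate cutoff, the plate mean of test compounds plus 3 SD, cut at about 30% in these data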;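 also: 0% = DMSO wells with GLD-1 and probe and 100% = wells lacking GLD-1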
# VLA-4 inh = inhibition in a human VLA-4 binding assay | P13612 | VLA-4 expressing cells, ligand binding flow cytometry | inhibition, % (about 7 µM as worked out from the volumes in the protocol) | 330,000 tested, 0.2% active | AID 2557; in the data active = inhibition above about 50%
# MCL1-BIM inh = MCL1-BIM-BH3 interaction inhibition (human). inhibition, % at 10.9 µM. Q07820. AID 2057. 320,000 tested, 0.68% active. GST-MCL1 / FITC-Bim-BH3 fluorescence polarization;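 active = inhibition above the mean inhibition of all tested compounds plus 3 SD, set per campaign, cut at about 40% in these data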;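 also: 0% = DMSO wells and 100% = unlabeled Bim-BH3 peptide control; higher means more loss of mP so more displacement of Bim peptide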
# An asterisk follows results filed as active; . = no result given; + = active, no number.
Compound,GRK2 inh,Bcl-xL primary,Fam108B inh,CIT2-GFP yeast,AGP1 TOR yeast,MEX-5 binding,GLD-1 TGE inh,VLA-4 inh,MCL1-BIM inh
Cc1cccc(NC(=O)c2ccc(C(=O)Nc3cccc(C)c3)nc2)c1,0,-4,-6,98,97,1.0,-2,-12,0
NC(=O)CCn1cnc2ccccc21,0,13,3,101,106,-1.9,6,-8,7
Cc1ccc(S(=O)(=O)N(C)C)cc1NC(=O)COC(=O)Cc1ccccc1F,0,4,2,111,105,-1.7,-1,34,-2
CCCCN1C(=O)/C(=C2\SC(N3CCCCC3)=NC2=O)c2ccccc21,2,5,9,79,94,-0.4,6,3,13
Cc1cc(C)n(-c2ccc(C(=O)N3CCc4ccccc43)cc2)n1,0,0,-3,84,93,1.6,6,5,4
CSc1ccccc1NC(=O)CN(C)CC(=O)Nc1ccc(Cl)cc1F,0,-1,2,109,107,3.1,-3,-5,0
CC(=O)N1CCN(S(=O)(=O)c2cccc(C(=O)NNC(=O)Cn3ccc(C(F)(F)F)n3)c2)CC1,2,5,2,104,107,-0.3,5,7,2
COc1ccc(-c2nnc(SCC(=O)NCc3ccco3)o2)cc1,0,4,-4,95,93,-1.5,3,10,9
CCOc1cccc(OCCCCN2CCCCC2)c1,4,1,3,103,103,-2.7,-3,3,0
Cc1ccc(NC(=O)c2cccc(S(=O)(=O)N3CCCCC3)c2)cc1,0,9,-1,103,94,0.5,3,0,1
Cc1nn2c(COc3ccc(NC(=O)C(C)C)cc3)nnc2c2ccccc12,0,7,0,100,104,1.3,-5,-3,4
CSc1ccccc1NC(=O)CN(C)C(C)C(=O)NCc1ccc2c(c1)OCO2 (centres undefined),0,.,.,92,96,.,2,-7,.
O=c1c2nnn(Cc3ccccc3)c2ncn1-c1ccccc1,1,7,-1,94,107,-0.4,0,10,5
O=C(OCC(=O)N1CCCC1=O)c1cc(S(=O)(=O)N2CCOCC2)ccc1Cl,3,0,2,97,107,1.5,10,9,-7
C(=C\c1cccc2ccccc12)/c1nnc(-c2cccs2)o1,22,-3,-11,87,87,1.8,11,-35,-3
CCOCCC(=O)Nc1nnc(CCc2ccccc2)s1,1,.,.,99,101,-0.4,.,-5,.
COC(=O)CN(c1ccccc1)S(=O)(=O)c1ccc(F)cc1,0,2,-6,95,104,1.4,0,7,+
Cc1ccc(C)c(N(C(=O)c2nsc(Cl)c2Cl)C(C(=O)NC2CCCC2)c2ccc(O)cc2)c1 (centres undefined),0,3,-4,92,92,-1.8,-1,8,9
CC(C)C(NC(=O)c1ccccc1)C(=O)N1CCN(C/C=C/c2ccccc2)CC1 (centres undefined),0,3,.,99,102,.,6,-5,-2
O=C(O)c1ccc(NCc2cccs2)cc1,1,1,0,89,100,-0.8,-1,15,2

# An excerpt from above in order of the AGP1 TOR yeast value, descending.
SMILES,GRK2 inh,Bcl-xL primary,CIT2-GFP yeast,AGP1 TOR yeast,MEX-5 binding,GLD-1 TGE inh,VLA-4 inh,MCL1-BIM inh
CCOCCC(=O)Nc1nnc(CCc2ccccc2)s1,1,.,99,101,-0.4,.,-5,.
Cc1cccc(NC(=O)c2ccc(C(=O)Nc3cccc(C)c3)nc2)c1,0,-4,98,97,1.0,-2,-12,0
Cc1ccc(NC(=O)c2cccc(S(=O)(=O)N3CCCCC3)c2)cc1,0,9,103,94,0.5,3,0,1

# Shown as a hit in MCL1-BIM inh, among the entries above:
mol	GRK2 inh	Bcl-xL primary	CIT2-GFP yeast	AGP1 TOR yeast	MEX-5 binding	GLD-1 TGE inh	VLA-4 inh	MCL1-BIM inh
COC(=O)CN(c1ccccc1)S(=O)(=O)c1ccc(F)cc1	0	2	95	104	1.4	0	7	+

# (listing goes on)
Compound,GRK2 inh,Bcl-xL primary,Fam108B inh,CIT2-GFP yeast,AGP1 TOR yeast,MEX-5 binding,GLD-1 TGE inh,VLA-4 inh,MCL1-BIM inh
CCOC(=O)Cc1cnc(NC(=O)CSc2nc(N)cc(N)n2)s1,0,2,2,95,102,-0.9,-3,1,1
O=C(O)c1cc(S(=O)(=O)N2CCN(C(c3ccccc3)c3ccccc3)CC2)ccc1Cl,5,3,1,109,104,-0.3,5,4,4
COc1ccccc1/C=C/c1ccc2cccc(O)c2n1,3,6,10,105,100,-3.8,-1,-7,14
OC1CCN(c2ncnc3nc[nH]c23)CC1,4,0,0,101,101,-0.8,-3,37,5
CC(C)(C)c1cc(CN2CCC(O)CC2)cc(C(C)(C)C)c1O,0,8,1,95,95,0.0,0,8,7
CCc1ncc(C(O)c2cccc3ccccc23)n1C (centres undefined),0,-3,4,102,101,-0.9,12,2,-3
O=C(Cn1c(-c2cncs2)nc2ccccc21)NCCc1ccccc1,0,-3,-4,99,97,2.8,0,10,1
S=C(NCCc1ccccc1)N/N=C/c1ccc(Cl)cc1,0,1,-10,100,100,-2.7,4,-11,5
Cc1ccc(S(=O)(=O)N2[C@@H](c3ccccc3)C(C(=O)O)=CC[C@H]2c2cccc(Cl)c2)cc1,0,3,-2,89,78,.,0,1,8
O=C(c1ccc(N2CN(C(=O)c3ccco3)c3nc4ccccc4nc32)cc1)N1CCOCC1,2,15,0,95,98,0.3,15,6,13
COc1ccc(OCC(=O)NCCNC(=O)c2ccncc2)cc1,0,3,4,102,100,-1.8,5,5,6
COC(=O)c1cccc(NC(=S)Nc2cccc(Cl)c2Cl)c1,0,6,-4,97,105,0.5,6,1,7
CCCC12CN3CCN(CC(C3)/C1=N\NC(=O)c1ccc(F)cc1)C2,0,-2,-5,115,106,1.0,3,2,-1
CCN(CC(=O)NC1CCS(=O)(=O)C1)c1nc(-c2ccccc2)nc2ccccc12 (centres undefined),1,0,2,95,104,3.7,-5,20,0
C/C(=N\n1c(C)nc2ccccc2c1=O)c1ccc(C)o1,1,-2,2,97,108,-1.3,9,12,-1
COCCNC(=O)c1c(CSc2ccccc2)noc1C(=O)NCc1ccccc1,4,4,6,103,88,-0.9,-2,-2,6
COc1ccc2cc(C3(C)NC(=O)N(CC(=O)NCc4ccco4)C3=O)ccc2c1 (centres undefined),0,-6,-1,101,103,-0.8,-11,11,-8
O=C(NC12CC3CC(CC(C3)C1)C2)c1ccc(-c2cccc(Cl)c2)o1,2,2,-10,95,102,1.1,5,27,2
Cc1cccc(NC(=O)C2CCCN(S(=O)(=O)c3ccc4[nH]c(=O)ccc4c3)C2)n1 (centres undefined),3,1,-3,108,101,-2.5,7,6,4
CCOC(=O)C1(CCOc2ccccc2)CCN(C(=O)CCSC)CC1,1,2,3,100,99,-0.8,0,-7,-5

# Compounds shown so far containing a thiophene ring, fused or not, in the order listed:
Compound,GRK2 inh,Bcl-xL primary,Fam108B inh,CIT2-GFP yeast,AGP1 TOR yeast,MEX-5 binding,GLD-1 TGE inh,VLA-4 inh,MCL1-BIM inh
C(=C\c1cccc2ccccc12)/c1nnc(-c2cccs2)o1,22,-3,-11,87,87,1.8,11,-35,-3
O=C(O)c1ccc(NCc2cccs2)cc1,1,1,0,89,100,-0.8,-1,15,2

# The list continues:
Compound,GRK2 inh,Bcl-xL primary,Fam108B inh,CIT2-GFP yeast,AGP1 TOR yeast,MEX-5 binding,GLD-1 TGE inh,VLA-4 inh,MCL1-BIM inh
CCOC(=O)NC(Nc1ncccn1)(C(F)(F)F)C(F)(F)F,1,2,-3,109,102,0.7,-4,12,-1
CC(SCc1ccccc1)C(=O)NN=C1CCN(C)CC1 (centres undefined),1,-1,1,98,97,-0.5,6,6,-1
CCOC(=O)N1CCN(S(=O)(=O)c2ccc(C)cc2)C1c1ccccc1 (centres undefined),0,7,5,102,105,.,0,-8,4
COC(=O)c1ccccc1NC(=O)COC(=O)c1ccccc1N=Nc1ccc(N(C)C)cc1,2,6,7,99,100,-0.6,5,5,11
Cn1c(SCc2cccnc2)nc2cccnc21,3,2,-5,87,87,-8.5,-7,-1,2
CCC(C)[C@@H](C(=O)N1CCNCC1)n1cc(CCCCN)nn1 (some centres undefined),3,7,5,101,101,0.5,4,-12,2
CCNc1nnc(-c2ccc(C)cc2)o1,1,5,1,87,97,-1.0,7,5,6
CS(=O)(=O)NNC(=O)Cn1nnc(-c2cc(C(F)(F)F)cc(C(F)(F)F)c2)n1,1,4,2,101,110,0.9,6,-1,-2
Clc1ccc(-c2nnc3sc(-c4ccc(Br)o4)nn23)cc1,0,25,-10,98,101,.,58*,-299,36
COc1cccc(/C=C/C(=O)OCC(=O)Nc2ccc(N3CCOCC3)cc2)c1OC,1,2,-6,94,101,2.7,4,-2,2
CC1CCC2(CC1)NC(=O)N(CC(=O)Nc1cc(S(=O)(=O)N3CCCC3)ccc1Cl)C2=O (centres undefined),0,.,.,101,102,.,-3,5,.
Cc1cccc([C@@H]2[C@@H]3C(=O)N(Cc4ccccc4)C(=O)[C@@H]3[C@]3(C)C(=O)N(c4cccc(Cl)c4)C(=O)N23)c1,3,5,3,100,89,-0.5,7,-9,4
COCCCN(C(C)=O)c1nc(-c2ccc(OC)cc2)cs1,1,1,1,105,96,-0.5,0,4,5
Nc1nc(NCc2ccco2)nc(NCCO)c1[N+](=O)[O-],0,2,2,98,111,0.1,-1,19,-4
CCCS(=O)(=O)N1CCCC(C(=O)N2CCCCC2)C1 (centres undefined),0,6,0,105,99,-0.6,-6,-11,3
CCc1cccc(CC)c1NC(=O)CSc1nnc(C(C)C)n1CC,1,5,2,96,106,-0.4,1,5,3
Cc1cc(C)n(CC(=O)NCCC2=CCCCC2)n1,0,0,0,107,107,-2.4,6,-6,3
Cc1c(NC(=O)C2CCCN(S(=O)(=O)c3cnc[nH]3)C2)c(=O)n(-c2ccccc2)n1C (centres undefined),4,1,2,95,102,-1.4,-2,34,-2
COC(=O)C1=C(C)N(CCCC(=O)O)C(=O)NC1c1ccc(OC)cc1 (centres undefined),1,-3,3,97,101,1.7,7,4,-4
COc1cc(CCCN2CCNC[C@@H]2CC2CCCCC2)cc(OC)c1OC,2,.,.,86,92,.,3,-4,.
Cc1cccc(C(=O)OCC(=O)N2CCCCCC2)c1,1,-1,.,94,97,.,5,-3,-5
Fc1ccc(COc2ccccc2CNc2nn[nH]n2)cc1,5,0,-3,95,96,3.6,-3,6,-5
